# Screening results as filed in PubChem BioAssay.
# Glyco luc inh: N-linked glycosylation inhibition. hit rate 0.23% among 360,000. reporter increase, % at 12.5 µM. D54 ERlucT glycosylation luciferase reporter, 24 h; percent of 100 nM tunicamycin response;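 active = mean luciferase reporter signal, scaled so untreated is 0 and the glycosylation-blocking control 100, at or above a set limit in every replicate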;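 also: luciferase carries N-glycosylation sites so blocking glycosylation raises the light; 0% = median of neutral control wells and 100% = median of 100 nM tunicamycin wells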
# ABCB6 inh 2: blocks the human ABCB6 transporter | K562-ABCB6 porphyrin accumulation, flow cytometry, 1 h; hits give low values | hit rate 0.19% among 360,000 | AID 602162 | fluorescence ratio to DMSO, % at 10 µM;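 active = fluorescence ratio to DMSO below 75%, the collection mean minus 3 SD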;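 also: signal is porphyrin accumulated inside mitochondria; 100% equals median channel fluorescence of DMSO control wells; lower ratio means ABCB6 inhibition with less porphyrin fluorescence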
# m5-HT2A agonist: agonists of mouse serotonin 5-HT2A receptor (HTR2A); P35363; CHO-K1 mHTR2A beta-arrestin complementation, luminescence; percent of 30 µM serotonin response; activation, % at 7.6 µM; hit rate 0.66% among 360,000; AID 624169;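 active = activation above a run cutoff, the mean activation of all tested compounds plus 3 SD, cut at about 14% in these data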;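 also: 0% = plate median of compound wells and 100% = 30 µM serotonin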
# Target sequence (P35363 whole entry, looked up): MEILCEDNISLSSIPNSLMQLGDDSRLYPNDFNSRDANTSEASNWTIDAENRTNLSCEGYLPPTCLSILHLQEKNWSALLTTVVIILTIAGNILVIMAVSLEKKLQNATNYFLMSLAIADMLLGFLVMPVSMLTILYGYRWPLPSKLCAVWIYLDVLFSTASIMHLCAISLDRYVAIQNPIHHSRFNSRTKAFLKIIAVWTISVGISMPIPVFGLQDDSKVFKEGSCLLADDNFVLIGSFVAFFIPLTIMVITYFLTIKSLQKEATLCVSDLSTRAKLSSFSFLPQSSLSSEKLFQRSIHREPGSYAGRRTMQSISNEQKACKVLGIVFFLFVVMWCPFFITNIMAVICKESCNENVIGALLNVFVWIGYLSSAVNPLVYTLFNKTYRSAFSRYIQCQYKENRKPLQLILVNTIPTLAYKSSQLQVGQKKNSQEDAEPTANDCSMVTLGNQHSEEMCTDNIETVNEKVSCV
# MC4R barr agon: human MC4R agonism via beta-arrestin; P32245; U2OS MC4R beta-arrestin complementation, luminescence; percent of melanotan II response, DMSO zero; activation, % at 8.9 µM; hit rate 0.98% among 360,000; AID 540308;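 active = activation above a per-plate cutoff, the mean activation of sample wells on that plate plus 3 SD, cut at about 8% in these data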
# Cardio protect: modulators protecting cardiomyocytes from myocardial damage. H9c2 cardiomyocytes, H2O2 injury protection, ATPLite, 2 h. protection from H2O2 cell death, % at 20 µM. hit rate 0.63% among 360,000;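 active = compounds giving at least 50% protection of heart cells from peroxide-induced death in the single-dose screen, raw or plate-pattern-corrected value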;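 also: 0% = DMSO wells with peroxide and 100% = DMSO wells without peroxide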
# Vif imaging: inhibitors of HIV Vif; HEK293T cells, Vif self-association by quenched fluorescence, imaging, 24 h; inhibition, % at 7.49 µM; hit rate 0.35% among 340,000; AID 602346; in the data active = inhibition above about 50%, passing the limit was not always enough; also: some results filed as inactive read as strong as hits
# CaV13 FRET inh: Disruptors of the CACNA1D IQ motif to Ca2+-dependent inactivation inhibitor domain association, primary screening, Förster resonance energy transfer in intact living …; HEK cells, CFP/YFP FRET ICDI-IQ, plate reader, 10 min; percent FRET-ratio fall versus neutral wells; inhibition, % at 12.3 µM; hit rate 0.098% among 340,000; AID 743397;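 active = mean replicate inhibition of at least 30% and at least 1% of replicates passing that level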;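 also: 0% = median of the neutral control wells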
# MC4R antagonist: blocks human MC4R cAMP signaling; P32245; MC4R-expressing cells, MTII-stimulated cAMP, LANCE TR-FRET; inhibition, % at 6.5 µM; hit rate 0.48% among 360,000;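 active = inhibition above its plate's cutoff, the mean of tested wells on that plate plus 3 SD, cut at about 29% in these data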;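 also: 0% = Melanotan II alone and 100% = Melanotan II plus saturating MCL0020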
#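 Material: human MC4R-expressing U2OS cells. Probe or stimulus: Melanotan II challenge. Dosing: 6.5 µM single dose. Times: 30-min compound, 1-h challenge, 1-h detection, room temperature. Technique: TR-FRET with Eu-cAMP and labeled anti-cAMP, 671 nm. Replication: singlicate.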
# PDI inh: PDI (human) enzyme inhibition | P07237 | PDI insulin aggregation turbidity, A650, 90 min | inhibition, % at 10 µM | hit rate 0.052% among 350,000;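 active = mean inhibition across replicates of 30% or more, whatever share of single replicates reach that level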;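 also: absorbance from insulin aggregation driven by PDI reduction with DTT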
# Target sequence (P07237 whole entry, looked up): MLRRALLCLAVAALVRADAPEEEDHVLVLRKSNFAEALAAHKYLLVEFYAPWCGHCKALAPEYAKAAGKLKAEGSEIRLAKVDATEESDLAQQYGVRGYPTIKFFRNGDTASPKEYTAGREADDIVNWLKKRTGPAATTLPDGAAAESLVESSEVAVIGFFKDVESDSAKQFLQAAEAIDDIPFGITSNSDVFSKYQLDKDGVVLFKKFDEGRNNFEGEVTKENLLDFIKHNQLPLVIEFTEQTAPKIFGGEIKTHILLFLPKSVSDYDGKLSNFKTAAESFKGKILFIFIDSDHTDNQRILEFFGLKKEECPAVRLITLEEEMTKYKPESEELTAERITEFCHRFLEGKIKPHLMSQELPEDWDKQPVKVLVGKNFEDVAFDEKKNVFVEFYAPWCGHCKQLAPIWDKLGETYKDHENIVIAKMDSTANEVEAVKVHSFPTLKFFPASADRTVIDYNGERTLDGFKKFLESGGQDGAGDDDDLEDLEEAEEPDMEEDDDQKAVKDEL
# aDG glyco act: alpha-DG glycosylation activation. activation, % at 10 µM. hit rate 0.22% among 360,000. Pro5-aDG cells, alpha-DG glycosylation AlphaScreen (IIH6); 0% Pro5, 100% B10-LARGE cell signal;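 active = activation of at least 8% versus controls, or a plate z-score of at least 8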;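 also: Pro5 are CHO cells carrying HIG-tagged alpha-DG that lacks glycosylation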
# * = called active by the depositor; nt = not tested or not shown.
SMILES,Glyco luc inh,ABCB6 inh 2,m5-HT2A agonist,MC4R barr agon,Cardio protect,Vif imaging,CaV13 FRET inh,MC4R antagonist,PDI inh,aDG glyco act
COc1ccc(Nc2nc3ccc(C)cc3n3cnnc23)cc1Cl,4,101,3,1.3,28,-4,-16,-10,-2,-0.3
COc1cc2c(cc1OC)CN(C(=O)COc1ccccc1[N+](=O)[O-])CC2,2,97,-2,-0.5,7,-11,-7,0,-6,-0.1
Cc1cc[n+](-c2[nH]c(=O)sc2/C=N/NC([S-])=Nc2ccccc2)cc1,0,99,5,-2.8,-1,2,-28,-12,5,-0.1
CCOc1ccc(N(CC(=O)N2CCOCC2)S(=O)(=O)c2ccc(Cl)cc2)cc1,-4,103,1,0.3,9,3,-6,20,2,0.1
O=C(NC1CCN(S(=O)(=O)c2ccccc2)CC1)c1cccc(F)c1,1,94,0,-0.2,4,-4,0,0,-4,0.0
O=C(NN=C1CCCCC1)c1cc(-c2ccccc2)n[nH]1,2,99,0,-0.6,4,-4,-6,0,-5,-0.3
Cc1ccc(NC(=O)OCc2cncs2)cc1,3,99,-6,-3.4,-2,-2,-6,6,3,0.1
CCCN1Cc2cccc(C(=O)Nc3ccc(CC)cc3)c2C1=O,-4,93,4,-1.7,-3,3,-4,13,4,0.0
Cc1ccc(NC2CCCN(C(=O)c3cccnc3)C2)cc1C (configuration not stated),2,101,-3,-0.6,4,22,-6,9,-3,0.0
CCOc1ccc(OCCCCN(C)C)cc1,1,120,-5,-1.0,7,3,nt,2,3,0.1
CCCc1cc(C(=O)Nc2nccs2)cs1,-9,100,-2,-0.7,-18,-5,-7,-5,-6,-0.1
Nc1c(C(=O)Nc2ccccc2F)sc2nc(-c3cccnc3)ccc12,-4,122,0,-0.2,19,10,-359,15,-1,0.4
N#CCSc1nc2ccccc2c(=O)n1CC1CCCC1,-2,96,3,2.4,-8,-14,-4,2,-6,0.4
COc1ccc(-c2csc3ncnc(N4CCN(S(=O)(=O)c5cccs5)CC4)c23)cc1,-11,96,5,-3.8,23,-1,-6,14,-1,0.1
Cc1cc2nc3c(nc2cc1C)C(O)=C3O,0,96,3,3.3,-7,-24,-13,7,-9,0.0
CN1CCN(S(=O)(=O)c2cccc(C(=O)N(Cc3nnc(-c4ccccc4Cl)o3)C3CC3)c2)CC1,-1,96,2,-2.6,-7,-1,-6,6,0,0.6
O=C(NC1=NCCS1)c1csc2ccccc12,-9,97,-2,-1.1,-11,1,-6,-6,3,-0.3
O=C(COC(=O)c1cccnc1Cl)c1ccc(Cl)s1,1,95,-1,-2.7,0,0,-4,2,-5,0.0
CCn1c(NC(C)=O)nc2ccccc21,0,94,0,-2.0,9,1,-5,-5,13,0.4
O=C(CSc1nnc2c(n1)[nH]c1ccccc12)Nc1nncs1,3,99,0,-0.1,7,-7,-2,6,-2,0.9
Cc1ccc(S(=O)(=O)N2CCOCC2)cc1C(=O)Nc1ccc2c(c1)OCCO2,-2,97,7,-2.5,0,14,-2,10,-5,-0.1
CCCCn1nnnc1SCC(=O)Nc1ccc2c(c1)OCCO2,2,91,11,0.8,-7,20,nt,-6,1,-0.2
CC(C(=O)O)n1c2ccccc2c2cn[nH]c(=O)c21 (configuration not stated),2,101,-6,-0.6,-1,-16,-20,10,-4,0.2
O=C(COC(=O)c1nc(Cl)ccc1Cl)NCc1ccccc1,3,98,-2,-1.4,1,1,-6,-4,14,-0.1
Cc1ccc(N(C)C(=O)CCNC(=O)Cn2cnc3ccccc3c2=O)cc1C,0,100,4,-2.0,3,0,-7,6,-5,0.0
Cc1cccc(C)c1Nc1nnc(SCC(=O)Nc2ncc(C(F)(F)F)cc2Cl)s1,2,98,1,3.3,0,-3,-2,-1,-4,0.5
O=C(CNC(=O)c1ccccc1)NCc1ccc(Cl)cc1,1,101,2,-3.3,-1,2,-4,6,-3,-0.4
CCOC(=O)CN(C)S(=O)(=O)c1ccc(-c2cc(C(=O)OC)sc2C(F)(F)F)cc1,4,101,8,3.8,-3,5,-18,2,-5,0.4
CCOC(=O)N1CCN(C(=O)CN(c2ccc(OCC)cc2)S(C)(=O)=O)CC1,5,99,-3,0.5,-4,-20,-5,14,0,0.1
N#Cc1ccc(NC(=O)COC(=O)c2cccc(S(=O)(=O)N3CCCC3)c2)cc1,1,100,1,-0.4,-2,-5,-5,14,-3,0.0
O=C(Oc1cccc(C(=S)N2CCOCC2)c1)c1ccc([N+](=O)[O-])cc1,0,98,1,-2.1,0,20,-3,15,-9,0.0
Cc1ccc(CNC(=O)c2c(C)cc(=O)oc2C)cc1,0,100,1,-2.0,2,6,-8,10,1,-0.1
CCC1(C)Cc2ccccc2-c2c1c(=O)n(-c1ccc(C)cc1)c1nnnn21 (configuration not stated),1,91,7,0.0,-11,nt,nt,13,-10,0.9
CC(NC(=O)CN1C(=O)NC2(CCCCC2C)C1=O)c1ccccc1 (configuration not stated),1,110,-2,-0.8,6,4,-2,0,4,-0.1
O=C(c1cc(=O)[nH]c2ccccc12)N(Cc1nnc(-c2ccccc2Cl)o1)C1CC1,-1,93,-6,-4.9,4,0,-5,-7,3,0.0
O=c1cc(N2CCCCC2)c(-c2ccccc2)n[nH]1,0,101,0,-3.7,-1,11,8,0,-9,-0.3
Cc1noc(C)c1S(=O)(=O)Nc1ccc2c(c1)C(=O)N([C@H](C)CO)C[C@H](C)[C@H](CN(C)C(=O)NC(C)C)OCCCC[C@@H](C)O2,2,93,-3,2.4,0,-14,-9,20,8,0.1
CCC1(C(=O)OC)NC(c2ccco2)C2C(=O)N(c3ccc(C)cc3)C(=O)C21 (configuration not stated),-2,100,1,-1.1,3,5,-8,6,-3,0.1
CC1(C)CN(C(Cc2ccccc2)C(N)=O)C1=O (configuration not stated),0,101,1,-1.7,2,9,-8,10,2,-0.1
COc1ccc(-c2nc[nH]c2[N+](=O)[O-])cc1,0,101,-4,-0.8,7,-11,5,-1,4,-0.2
CC(C)C[C@H](N)C(=O)N1CCC(C(=O)N[C@H](C(=O)NCc2ccc(F)cc2)C(C)C)CC1,0,102,5,0.2,2,0,nt,20,nt,0.0
CCOc1ccc2cc(S(=O)(=O)N3CCCCC3)ccc2c1,-2,102,2,0.5,-17,4,-4,4,-10,-0.1
COc1ccc([C@H]2C[C@H](O)[C@@H](n3cc(C4CC4)nn3)CN2CC2CCCCC2)cc1,-1,98,7,1.5,1,7,-10,5,-4,0.1
COc1ccc(OC)c(C(=O)NC(CC(N)=O)c2ccc(NCCN3CCOCC3)c([N+](=O)[O-])c2)c1 (configuration not stated),-1,92,0,-0.1,10,3,-7,1,0,-0.1
COc1ccc2cc(-c3ccn[nH]3)ccc2c1,-8,119,-3,-0.7,-10,-16,-3,5,10,0.2
CCOc1cccc(C2NC(=S)NC(C)=C2C(=O)Nc2ccccc2)c1 (configuration not stated),8,104,-3,-1.2,7,1,-4,15,11,-0.1
O=C(Nc1ccccc1)N(CCN1CCOCC1)Cc1cccc(Cl)c1,1,89,-6,0.3,8,-2,-7,-8,4,0.0
CCCn1c(C2CCCN2c2nc(-c3ccc(OC)cc3)cs2)nc2ccccc21 (configuration not stated),-3,100,-8,-1.0,-5,-12,nt,6,-2,0.4
COC(=O)c1ccc(OC)c(OC)c1Cl,1,98,1,-1.2,3,-2,-4,1,7,-0.2
Nc1nc(SCC(=O)c2cccc([N+](=O)[O-])c2)n[nH]1,-2,99,8,-1.3,-6,0,-2,2,5,0.3
COc1ccc(CN(C(=O)COc2ccccc2)c2ccccc2C(=O)O)cc1,0,96,-2,-0.9,5,-2,-5,25,2,0.1
COc1cnc(N(C)C)nc1Sc1cccc(Cl)c1,-1,88,-4,0.3,2,nt,-2,0,24,0.2
CCCCSc1oc(-c2ccco2)nc1S(=O)(=O)c1ccccc1,-4,173,-3,0.4,-7,5,-3,1,3,0.2
C/C(=N\NC(=O)c1cccnc1)c1ccc(OC2OCCOC2Oc2ccc(/C(C)=N/NC(=O)c3cccnc3)cc2)cc1 (configuration not stated),-2,101,4,0.5,53*,-8,-6,2,-5,-0.2
O=C(CCNC(=O)OCc1ccccc1)NC1CCCCCC1,1,96,-4,-1.9,2,0,-3,18,3,0.0
CC(C)NC(=O)COc1ccc(OCc2ccccc2)cc1,3,98,-3,-0.7,-15,9,-6,11,0,-0.1
COc1ccccc1C(=O)Nn1cnc2ccccc2c1=O,-1,95,-3,-0.8,1,0,-7,-3,0,-0.1
Cc1ccc2nc(Cl)c(C3CC(c4ccco4)=NN3C(=O)CCCC(=O)O)cc2c1 (configuration not stated),1,97,-4,-2.1,1,11,-2,10,-4,0.2
CCc1ccc(S(=O)(=O)NCc2csc(C)n2)cc1,-2,94,-2,-2.6,-4,-3,-14,12,6,0.2
Cn1cnnc1SCC(=O)NC1CC1,0,103,3,-0.1,2,28,-6,7,14,-0.1
# (listing goes on)
SMILES,Glyco luc inh,ABCB6 inh 2,m5-HT2A agonist,MC4R barr agon,Cardio protect,Vif imaging,CaV13 FRET inh,MC4R antagonist,PDI inh,aDG glyco act
C#CCNC(=O)C1=C[C@@H](c2csc3ccccc23)C[C@@H](OCc2ccc(CO)cc2)O1,-4,87,-8,-1.1,6,-12,-7,5,2,1.0
Cc1ccnc2nc(C(=O)OCCOc3cccc(Br)c3)nn12,0,90,1,2.3,3,-3,-2,-1,9,1.0
CN1C(=O)C(O)(CC(=O)/C=C/c2ccco2)c2cc(Br)ccc21 (configuration not stated),1,100,-3,-1.3,-13,-7,-3,-4,5,1.4
CCCCn1c(SCC(=O)N2CCOCC2)nc2ccccc2c1=O,0,103,-7,-0.6,-1,-2,-7,7,3,0.2
O=C(c1noc2c1CCCCC2)N1CCOCC1,0,97,5,-0.1,-3,-9,-7,0,-5,-0.2
CN(C(=O)c1ccc(NC(=O)Cc2cccc(NC(=O)C3CCN(C(=O)C4CC4)CC3)c2)cc1)C1CC1,1,98,12,-1.3,-34,1,-10,15,5,0.0
CN1CCC(=O)N([C@H](CO)Cc2ccccc2)CC1,3,99,-5,-1.5,4,-2,-16,3,12,-0.3
Cc1cc(OCC(=O)NNC(=O)CCc2ccccc2)ccc1Br,2,102,0,1.6,-4,2,-6,4,-5,0.0
O=C(c1ccco1)c1n[nH]nc1-c1ccccc1,1,108,0,-1.2,-5,-19,nt,-3,-1,0.0
CN1CCN(C(=O)C2(NC(=O)Nc3ccccc3Cl)CCCCC2)CC1,-3,102,-6,-2.3,11,5,-4,-8,17,0.0

# Limited to ABCB6 inh 2, for some of the entries so far:
Compound | ABCB6 inh 2
CN1C(=O)C(O)(CC(=O)/C=C/c2ccco2)c2cc(Br)ccc21 (configuration not stated) | 100
CCCCn1c(SCC(=O)N2CCOCC2)nc2ccccc2c1=O | 103
O=C(c1noc2c1CCCCC2)N1CCOCC1 | 97
